uPA generation: qHTS for Inhibitors of Cell Surface uPA Generation. cell surface uPA generation assay, qHTS. Potency, µM (series often up to 38.3 µM), for inactives: at the highest dose activity change, negative = inhibition, hits mostly inhibitors. actives 0.31% (n = 330,000); active = well fitted inhibition curve with a large enough effect; inconclusive = small, poorly fitted or top-dose-only effect; inactive = no such curve, though single readings can be large or run the other way; tested in mouse RAW 264.7 cells; also: potency is read from the fitted curve at half-maximal effect; % is scaled to controls: 0 for no effect and ±100 for the full control effect; nearly all actives have a fitted effect of over 55% in size
Eya2 inh: qHTS Assay for Inhibitors of the Phosphatase Activity of Eya2. Potency, µM (top dose mostly 76.9 µM), for the others: at the top dose activity, negative = inhibition, usual class: inhibitors. recombinant Eya2, OMFP fluorescence dephosphorylation (OMFP is methylfluorescein phosphate). Protein phosphatase EYA2 (Homo sapiens), O00167. AID 488837, 2010. actives 0.006% (n = 330,000); also: potency is read from the fitted curve at half-maximal effect; % is scaled to controls: 0 for no effect and ±100 for the full control effect
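Eya2 protein (added as 0.2 uM solution) was preincubated with compound for 10 min at ambient temperature in 50 mM HEPES pH 7.5, 50 mM NaCl, 5 uM MgCl2, 0.05% BSA, 1 mM DTT. OMFP (added at 50 uM) then reacted 10 min; fluorescence read at 485/525 nm.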
TSHR antagonist: Antagonists of the Thyroid Stimulating Hormone Receptor: HTS campaign | Thyrotropin receptor (Homo sapiens), P16473 | TSHR-expressing cells, TSH-stimulated cAMP HTRF, 2 h; stronger effect = lower value | activity change, negative = inhibition, % at 11.5 µM | actives 0.2% (n = 330,000) | AID 504810, 2011;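 active = activity change below a set negative limit, meaning inhibition stronger than a set level, cut at about -70% in these data; inconclusive = activity change between two set negative limits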; also: % is scaled to controls: 0 for no effect and ±100 for the full control effect
Target sequence (P16473 whole entry, looked up): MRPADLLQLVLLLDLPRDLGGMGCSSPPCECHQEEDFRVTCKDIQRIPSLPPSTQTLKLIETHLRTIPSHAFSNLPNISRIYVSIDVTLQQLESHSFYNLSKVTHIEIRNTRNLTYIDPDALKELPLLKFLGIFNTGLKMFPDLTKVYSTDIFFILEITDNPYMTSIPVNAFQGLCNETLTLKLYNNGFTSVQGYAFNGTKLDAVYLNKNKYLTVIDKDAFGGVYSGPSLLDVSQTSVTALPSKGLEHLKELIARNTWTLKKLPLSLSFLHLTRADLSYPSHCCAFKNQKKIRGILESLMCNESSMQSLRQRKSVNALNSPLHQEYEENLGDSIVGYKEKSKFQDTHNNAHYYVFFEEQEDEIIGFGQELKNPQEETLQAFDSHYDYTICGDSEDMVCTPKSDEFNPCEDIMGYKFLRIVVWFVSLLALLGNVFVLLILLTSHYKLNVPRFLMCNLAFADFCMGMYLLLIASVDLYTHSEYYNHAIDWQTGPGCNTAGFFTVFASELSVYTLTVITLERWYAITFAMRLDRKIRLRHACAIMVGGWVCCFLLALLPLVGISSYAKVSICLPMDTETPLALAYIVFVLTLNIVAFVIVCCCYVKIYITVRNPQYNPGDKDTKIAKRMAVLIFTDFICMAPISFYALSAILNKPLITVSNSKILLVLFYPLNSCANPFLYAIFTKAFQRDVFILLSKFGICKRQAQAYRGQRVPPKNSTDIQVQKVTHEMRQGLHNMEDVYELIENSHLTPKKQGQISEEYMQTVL
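Competitive HTRF cAMP read-out (cryptate anti-cAMP antibody, cAMP-d2; 30 min, room temperature) in freshly harvested TSHR cells. Compounds added before TSH at EC80 (4nM final), followed by 2 hours' incubation at 37 deg C.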
Chronic BCR inh: qHTS Assay to Find Inhibitors of Chronic Active B-Cell Receptor Signaling | ABC-DLBCL IkBa-CBG/CBR reporter, luminescence ratio, 4 h | actives 0.05% (n = 340,000) | Potency, µM (doses to about 46.1 µM), for inactives: top-dose ratio change, negative = lower green/red ratio, hits mostly inhibitors | AID 493014, 2011; active = well fitted inhibition curve with a large enough effect in the signal ratio, with a control signal flat, not every such curve was filed as active; inconclusive = small, poorly fitted or top-dose-only effect, or effect the other way, or a change in a side signal; the % refers to the signal ratio;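 also: potency is read from the fitted curve at half-maximal effect; plate controls were basal doxycycline-induced cells for no effect and cells given 10 µM MG132 for full effect; MG132 reads +100%, hits lower the ratio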
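Doxycycline induced both beetle luciferases in TMD8 lymphoma cells; IKK-driven degradation limits the IkappaBalpha-fused green signal, while red luminescence normalises for cell number and nonspecific effects. Compounds tested up to 46 uM, 4 hrs.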
USP2a block: qHTS Assay for Inhibitors of Ubiquitin-specific Protease USP2a Using CHOP2 as the Reporter. Ubiquitin carboxyl-terminal hydrolase 2 (Homo sapiens), O75604. USP2 core, Ub-CHOP2 coupled fluorogenic reporter, 485/531. Potency, µM (top dose mostly 38.3 µM), without a hit: at the highest dose activity change, negative = inhibition, usual class: inhibitors. actives 0.01% (n = 330,000). AID 463254, 2010;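 also: potency is read from the fitted curve at half-maximal effect; plate controls were DMSO wells for no effect and full inhibition by NEM control for full effect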
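Deubiquitinase activity read as fluorescence (485/531 nm) after Ub-CHOP2 cleavage activates the enterokinase reporter on its substrate; USP2 core 10nM, Ub-CHOP2 and substrate 25nM each, 30min compound preincubation then 60min RT; data normalized to NEM, curves fitted.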
ELG1 DNA repair: qHTS screen for small molecules that inhibit ELG1-dependent DNA repair in human embryonic kidney (HEK293T) cells expressing luciferase-tagged ELG1; HEK293T ELG1-luciferase reporter, luminescence, 16 h; DNA damage induced by 5-fluorouridine; Potency, µM (titrated, usually from 46.1 µM), for inactives: top-dose activity change, negative = inhibition, actives largely listed as inhibitors; actives 2.3% (n = 330,000); also: potency is read from the fitted curve at half-maximal effect; % is scaled to controls: 0 for no effect and ±100 for the full control effect; nearly all actives have a fitted effect of over 55% in size
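Reporter activity after DNA damage by 5-fluorouridine is monitored. Compound-treated cells incubate 16 hr at 37 °C, then ONE-Glo is added for 30 min before luminescence reading.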
Tb PFK block: qHTS Assay to Find Inhibitors of T. brucei phosphofructokinase | T. brucei PFK, ADP-Glo luminescence | Potency, µM (doses to about 57.5 µM), for inactives: at the top dose activity, negative = inhibition, usual class: inhibitors | actives 0.17% (n = 330,000);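 also: potency is read from the fitted curve at half-maximal effect; 0% = uninhibited 1x PFK enzyme wells and -100% = no-enzyme wells; nearly all actives have a fitted effect of over 60% in size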
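1.25 nM PFK with 0.5 mM F6P and 0.1 mM ATP in 0.1 M TEA pH 8.0, 5 mM MgCl2, incubated 45 min at room temperature; ADP measured by ADP-Glo luminescence; compounds titrated up to 57 uM.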
TCR activator: Activators of T cell receptors: qHTS campaign. AID 504894, 2011. Potency, µM (series often up to 9.22 µM), for the others: at the highest dose activation of IL-2 secretion, hits mostly activators. 330,000 tested, under 10 active. primary human leukocytes, anti-CD3, IL-2 HTRF, 48 h; also: % of control where 0% means no effect
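Readout: HTRF IL-2, Eu-cryptate/d2 antibody pair, 320nm excitation, 665nm emission. Stimulus: a-CD3 beads, no co-stimulation. Cells: primary human leukocytes. Exposure: 48 hr with compound.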
Mito fusion act: qHTS Assay for Small Molecule Inhibitors of Mitochondrial Division or Activators of Mitochondrial Fusion. S. cerevisiae fusion-defective mutant growth rescue, CellTiterGlo 48 h. actives 0.23% (n = 320,000). Potency, µM (titrated, usually from 46.1 µM), for the others: at the top dose growth rescue (activation), usual class: activators;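 also: potency is read from the fitted curve at half-maximal effect; % of control where 0% means no effect; nearly all actives have a fitted effect of over 45% in size; temperature-sensitive fusion mutants such as fzo1-1 at 37 °C on non-fermentable ethanol glycerol medium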
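Yeast fusion mutant, YPEG (non-fermentable carbon), compound, 48 h at 37C non-permissive; CellTiterGlo added, 10 min RT, luminescence read. Rescued growth = division inhibition.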
TSG101-PTAP inh: qHTS Assay for Iinhibitors of HIV-1 Budding by Blocking the Interaction of PTAP/TSG101 | Potency, µM (doses to about 115 µM), for the others: top-dose activity change, negative = inhibition, actives largely listed as inhibitors | 340,000 tested, under 10 active | Fluorescence polarization, FITC-PTAP peptide / Tsg101 binding | Tumor susceptibility gene 101 protein (Homo sapiens), Q99816; active = well fitted inhibition curve with a large enough effect in the main read-out, with a control signal flat, not every such curve was filed as active; inconclusive = small, poorly fitted or top-dose-only effect, or effect the other way, or a change in a side signal; inactive = no such curve, though single readings can be large or run the other way; also: potency is read from the fitted curve at half-maximal effect; % of control where 0% means no effect
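Tsg101 binding domain (10 uM final) was mixed with compound and a FITC-labeled PTAP peptide (50 nM final) in HEPES pH 7.5 buffer with NaCl, Tween 20, EDTA and TCEP; fluorescence polarization was read after 20 min at r.t.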
B2AR arrestin: qHTS assay of beta-arrestin-biased ligands of beta2-adrenergic receptor. Beta-2 adrenergic receptor (Homo sapiens), P07550. beta-arrestin recruitment to beta2AR, cell-based reporter. Potency, µM (top dose mostly 46.1 µM), without a hit: top-dose activation, most hits filed as activators. actives 0.02% (n = 330,000);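 also: potency is read from the fitted curve at half-maximal effect; 0% = DMSO controls and full agonism = EC100 isoproterenol or metaproterenol; nearly all actives have a fitted effect of over 65% in size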
* = called active by the depositor; ? = inconclusive; / = no result given; & = joins results of further samples; [ ] = another dose, or the depositor's remark. Unless noted, calls follow the shape of the dose curve; as a rule, active = well fitted curve in the direction sought with a large enough effect; inconclusive = small, poorly fitted or top-dose-only effect, or another doubt; inactive = no such curve, though single readings can be large; an effect the other way counts as inactive or inconclusive.

SMILES | uPA generation | Eya2 inh | TSHR antagonist | Chronic BCR inh | USP2a block | ELG1 DNA repair | Tb PFK block | TCR activator | Mito fusion act | TSG101-PTAP inh | B2AR arrestin
COc1ccc2cc(C(c3nnnn3Cc3ccccc3)N3CCCCCC3)c(=O)[nH]c2c1 (configuration not stated) | 1.0% | 9.4% | -3.5 | -0.4% | -0.3% | 0.1% | 0.0% | -4.0% | 1.8% | -0.8% | 0.4%
O=C(c1cccc2c1-c1ccccc1C2)N1CCCCC1 | -0.7% | 3.9% | -0.3 | ? | -0.1% | 18.4% | -4.6% | 4.3% | 0.2% | -1.8% | 0.0%
CCn1c(SCC(=O)c2c[nH]c3ccccc23)nc2cc(S(=O)(=O)N3CCOCC3)ccc21 | 1.9% | -0.3% | -20.2 | ? | 2.0% | ? | -3.5% | 8.0% | -0.4% | 0.1% | -0.9%
CCN(CC(=O)NCc1cccs1)C(=O)/C=C/c1cc(OC)ccc1OC | -6.1% | 8.0% | 8.2 | 3.3% | -0.6% | -14.1% | 2.0% | -3.7% | 4.9% | -6.3% | 0.2%
CCn1c2ccc(F)cc2c2nnc(SCCN3CCCCC3)nc21 | -5.8% | -5.2% | -5.7 | 8.2%&15.1% | 3.1% | 14.6% | 0.1% | -2.7% | 4.9% | -9.2% | 0.4%
CN(C)c1cccc(C(=O)OCc2cc(=O)oc3cc(O)ccc23)c1 | -0.7% | -0.2% | -25.5 | -22.2% | 2.1% | 9.8% | -27.5% | -9.2% | 15.0% | 1.8% | 0.3%
CN(CC(=O)Nc1ncn[nH]1)S(=O)(=O)c1cc(Cl)ccc1Cl | 6.8% | 12.1% | 9.8 | ? | -0.3% | 6.8% | -3.1% | 1.9% | 3.2% | -1.7% | 0.4%
Cc1cc(/C=C2/NC(=O)N(Cc3ccccc3F)C2=O)c(C)n1-c1ccccn1 | -3.2% | -17.3% | 10.1 | ? | 3.9% | -6.5% | -6.8% | -1.7%[46.1 µM] | 1.9% | 0.2% | 3.5%
CCOc1ccccc1NC(=O)c1nnn(CC(=O)Nc2ccc3c(c2)OCO3)c1N | 5.3% | -5.3% | 0.6 | 2.6% | 2.0% | 8.0% | 0.9% | -2.6% | -2.0% | -2.3% | 0.1%
N#C/C(=N\Nc1ccccc1)C(=N)N1CCOCC1 | -2.6% | -12.9% | 16.2 | -16.8% | 4.7% | ? | 0.0% | -1.1%[46.1 µM] | -8.3% | 2.6% | -0.9%
C=CC[C@H](CC(=O)NCCO)C(=O)N[C@H](COC(=O)[C@@H](CC=C)CC(=O)OC(C)(C)C)Cc1ccccc1 | 9.4% | -2.8% | 8.0 | 0.2% | 2.3% | -11.7% | -3.5% | 0.1% | / | -5.5% | 0.0%
Cc1ccc(C(C)C)c(OC(=O)/C=C/c2ccccc2)c1 | / | -23.2% | -7.8 | ? | -0.6% | 7.6% | 5.1% | 0.7% | 6.5% | -2.1% | -0.1%
O=C(CN1CC(c2ccccc2)CC1=O)Nc1ccc2c(c1)OCO2 (configuration not stated) | 4.7% | 1.4% | -0.5 | -0.7% | 1.2% | 9.6% | -6.2% | 1.9% | -0.8% | 0.8% | -1.1%
C/C(=N\Nc1nc(C)cc(C)n1)c1ccc(C)o1 | 2.8% | 4.0% | 7.9 | 11.6% | -4.6% | -5.0% | 0.0% | -21.3% | -8.9% | -1.5% | 0.3%
COc1cc(C(C(=O)NC(C)(C)C)N(Cc2ccc3c(c2)OCO3)C(=O)c2cnccn2)cc(OC)c1OC (configuration not stated) | 1.1% | -7.2% | 5.0 | 7.9% | 1.1% | -18.6% | 5.4% | 11.1% | 6.5% | -8.2% | -0.1%
CCCNC(=O)C(Cc1ccccc1C)NC(=O)c1ccc(C#N)cc1 (configuration not stated) | -0.1% | 3.9% | -4.8 | -0.5% | -0.2% | 5.1% | -1.0% | -1.3% | -5.6% | -5.2% | 0.4%
COc1cc2c3nc4n(c(=O)c3n(CC(=O)NCC3CCCO3)c2cc1OC)CCS4 (configuration not stated) | 1.9% | 4.1% | 15.4 | 5.7% | 1.4% | -2.1% | 0.7% | -3.4% | 1.5% | -4.6% | -0.3%
C=CCOc1c(Cl)cc(CNc2ccc(C)c(Cl)c2)cc1OC | / | 1.8% | -1.3 | ? | 0.3% | 17.3% | -1.1% | / | -1.7% | / | 0.0%
Cc1cc(NC(=O)CCN2CC(C)OC(C)C2)ccc1Br (configuration not stated) | 12.4% | -11.6% | 0.5 | 3.8% | 2.6% | -0.4% | -5.4% | 0.9% | 3.7% | -5.2% | -0.6%
O=C(N/C(=C\c1ccc(F)cc1)C(=O)N1CCOCC1)c1ccccc1 | 1.2% | 3.1% | 0.7 | -4.3% | 2.0% | 2.7% | -16.2% | -1.6% | 3.9% | 1.5% | -0.6%
Cc1ccc(-c2nnc(N3CCOCC3)c3ccccc23)cc1S(=O)(=O)NCC1CCCO1 (configuration not stated) | 4.3% | 3.3% | -1.9 | -9.6% | 2.6% | ? | 0.8% | 0.0% | -4.6% | -4.4% | -0.9%
CC12CCC(C(=O)N(NC(=O)c3ccccc3O)C1=O)C2(C)C (configuration not stated) | 1.2% | 0.5% | 68.7 | -12.7% | -5.8% | ? | 1.0% | -0.4%[46.1 µM] | -3.8% | -1.9% | -1.7%
Clc1ncc(Cn2cccn2)s1 | -0.8% | -8.2% | 12.0 | 3.2% | 14.6% | 7.5% | -7.3% | -1.3% | -4.7% | -4.6% | 0.5%
CC(=O)Nc1cc(C(=O)N2CCc3ccccc3C2)ccc1Sc1ccc(Cl)cc1 | -2.3% | 3.7% | -5.5 | 5.9% | 0.6% | -10.0% | -0.2% | -0.1%[46.1 µM] | ? | -1.5% | -0.6%
COC(=O)Cn1cnc2c(nnn2-c2ccc(C)cc2)c1=O | / | 5.5% | 7.5 | ? | -1.4% | ? | -3.1% | -3.3% | -0.7% | -4.4% | 0.1%
Cc1ccccc1-c1nnc(SCC(=O)N2CCCC2)o1 | -0.3% | 1.9% | 4.3 | 1.7% | 2.4% | ? | 1.1% | -7.4% | 5.2% | 0.7% | -0.4%
N#C/C(=C\c1c(N2CCOCC2)nc2ccccn2c1=O)C(=O)NC1CCS(=O)(=O)C1 (configuration not stated) | 2.1% | 3.4% | 2.3 | -2.2% | -0.2% | ? | -2.4% | 1.0% | -3.0% | 0.1% | -0.1%
COc1ccc([C@]23Cc4ccccc4C(O2)C2=C(O3)C(=O)c3ccccc3C2=O)cc1 | / | 12.6%[15.4 µM] | / | 17.7%[9.22 µM] | -1.2%[7.66 µM] | / | 2.1%[11.5 µM] | / | -0.2%[9.22 µM] | / | 0.5%[9.22 µM]
CCCCCn1c(SCC(=O)OCC)nc2cc(C(=O)NCc3ccco3)ccc2c1=O | 0.7% | -5.8% | -4.5 | -2.5% | -3.1% | -21.8% | 8.8% | 2.3% | 0.0% | 0.9% | -0.7%
CSc1ccc(CN2CCCC(CO)(Cc3ccccc3)C2)cc1 (configuration not stated) | -11.9% | ? | 2.1 | 14.5% | 1.7% | -2.5% | 0.8% | -0.1% | 2.3% | -3.6% | 0.2%
CCCc1cc(=O)[nH]c(SCC(=O)Nc2c(C)n(C)n(-c3ccccc3)c2=O)n1 | 6.3% | 2.3% | -9.5 | -0.5% | 1.6% | 22.5% | ? | -5.4%[46.1 µM] | / | -4.5% | 0.0%
CCC(C(=O)NCC1CCCO1)n1nc(C)c2sc3ccccc3c2c1=O (configuration not stated) | 1.0% | 0.9% | 22.0 | ? | 1.9% | 10.4% | 2.2% | -1.6% | 3.5% | -4.1% | -0.5%
